B2AR arrestin: agonists driving beta-arrestin recruitment to human beta2-adrenergic receptor; beta-arrestin recruitment to beta2AR, cell-based reporter; Potency, µM (doses to about 46.1 µM), for the others: at the highest dose activation, usual class: activators; hit rate 0.02% among 330,000; AID 492947;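 note: potency is the fitted concentration of half-maximal effect; 0% = DMSO controls and full agonism = EC100 isoproterenol or metaproterenol; nearly all actives have a fitted effect of over 65% in size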
p53 reactivation: mutant p53 re-activation in reporter cells. H1299 p53-A138V BP100-luciferase reporter, luminescence, 24 h. Potency, µM (titrated, usually from 92.2 µM), for inactives: at the top dose activity change, positive = activation, most hits filed as activators. hit rate 0.063% among 320,000; note: potency is the fitted concentration of half-maximal effect; % of control where 0% means no effect; nearly all actives have a fitted effect of over 45% in size
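H1299 (p53-null), stable ts p53-A138V + BP100-Luc; 1000 cells/well, Opti-MEM/10% FBS; cpd 4 pt, 1:5; 24 h, 37 deg C, 5% CO2; detection reagent 10 min RT; luminescence.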
ELG1 repair inh: ELG1-dependent DNA repair inhibition. HEK293T ELG1-luciferase reporter, luminescence, 16 h; DNA damage induced by 5-fluorouridine. Potency, µM (titrated, usually from 46.1 µM), inactives show top-dose activity change, negative = inhibition, usual class: inhibitors. hit rate 2.3% among 330,000; note: potency is the fitted concentration of half-maximal effect; % is set by controls: 0 for no effect and ±100 for the full control effect; nearly all actives have a fitted effect of over 55% in size
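In this reporter screen, reduction of luminescence relative to DMSO vehicle indicated activity. Compounds and 5-fluorouridine were added together to 2,000 cells per well, incubated for 16 hr at 37 °C, then developed with ONE-Glo.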
TRPV1 agonist: activates the human vanilloid receptor TRPV1. Q8NER1. TRPV1-expressing cells, Fluo-8 calcium influx, agonist mode. activation, % at 8.33 µM. hit rate 0.19% among 320,000. AID 540275; in the data active = activation above about 80%; inconclusive = between about 30% and that limit; note: 0% is about no effect
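Fluo-8 calcium influx in TRPV1-expressing cells, kinetic read (ex 480/em 520 nm). Compound added and read 3 min for agonist activity, followed by capsaicin at EC20 final and 2 min further read for enhancement.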
MLL CXXC-DNA inh: inhibitors of human MLL CXXC domain-DNA interaction; MLL-CXXC / FITC-HOXA9 DNA fluorescence polarization; Potency, µM (series often up to 115 µM), inactives show top-dose activity change, negative = inhibition, hits mostly inhibitors; hit rate 0.037% among 290,000; active = well fitted inhibition curve with a large enough effect in the polarisation, with a control signal flat, not every such curve was filed as active; inconclusive = small, poorly fitted or top-dose-only effect, or effect the other way, or a change in a side signal; inactive = no such curve, though single readings can be large or run the other way; the % refers to the polarisation; note: potency is the fitted concentration of half-maximal effect
Target sequence (Q03164 whole entry, looked up, the tested form may be a part): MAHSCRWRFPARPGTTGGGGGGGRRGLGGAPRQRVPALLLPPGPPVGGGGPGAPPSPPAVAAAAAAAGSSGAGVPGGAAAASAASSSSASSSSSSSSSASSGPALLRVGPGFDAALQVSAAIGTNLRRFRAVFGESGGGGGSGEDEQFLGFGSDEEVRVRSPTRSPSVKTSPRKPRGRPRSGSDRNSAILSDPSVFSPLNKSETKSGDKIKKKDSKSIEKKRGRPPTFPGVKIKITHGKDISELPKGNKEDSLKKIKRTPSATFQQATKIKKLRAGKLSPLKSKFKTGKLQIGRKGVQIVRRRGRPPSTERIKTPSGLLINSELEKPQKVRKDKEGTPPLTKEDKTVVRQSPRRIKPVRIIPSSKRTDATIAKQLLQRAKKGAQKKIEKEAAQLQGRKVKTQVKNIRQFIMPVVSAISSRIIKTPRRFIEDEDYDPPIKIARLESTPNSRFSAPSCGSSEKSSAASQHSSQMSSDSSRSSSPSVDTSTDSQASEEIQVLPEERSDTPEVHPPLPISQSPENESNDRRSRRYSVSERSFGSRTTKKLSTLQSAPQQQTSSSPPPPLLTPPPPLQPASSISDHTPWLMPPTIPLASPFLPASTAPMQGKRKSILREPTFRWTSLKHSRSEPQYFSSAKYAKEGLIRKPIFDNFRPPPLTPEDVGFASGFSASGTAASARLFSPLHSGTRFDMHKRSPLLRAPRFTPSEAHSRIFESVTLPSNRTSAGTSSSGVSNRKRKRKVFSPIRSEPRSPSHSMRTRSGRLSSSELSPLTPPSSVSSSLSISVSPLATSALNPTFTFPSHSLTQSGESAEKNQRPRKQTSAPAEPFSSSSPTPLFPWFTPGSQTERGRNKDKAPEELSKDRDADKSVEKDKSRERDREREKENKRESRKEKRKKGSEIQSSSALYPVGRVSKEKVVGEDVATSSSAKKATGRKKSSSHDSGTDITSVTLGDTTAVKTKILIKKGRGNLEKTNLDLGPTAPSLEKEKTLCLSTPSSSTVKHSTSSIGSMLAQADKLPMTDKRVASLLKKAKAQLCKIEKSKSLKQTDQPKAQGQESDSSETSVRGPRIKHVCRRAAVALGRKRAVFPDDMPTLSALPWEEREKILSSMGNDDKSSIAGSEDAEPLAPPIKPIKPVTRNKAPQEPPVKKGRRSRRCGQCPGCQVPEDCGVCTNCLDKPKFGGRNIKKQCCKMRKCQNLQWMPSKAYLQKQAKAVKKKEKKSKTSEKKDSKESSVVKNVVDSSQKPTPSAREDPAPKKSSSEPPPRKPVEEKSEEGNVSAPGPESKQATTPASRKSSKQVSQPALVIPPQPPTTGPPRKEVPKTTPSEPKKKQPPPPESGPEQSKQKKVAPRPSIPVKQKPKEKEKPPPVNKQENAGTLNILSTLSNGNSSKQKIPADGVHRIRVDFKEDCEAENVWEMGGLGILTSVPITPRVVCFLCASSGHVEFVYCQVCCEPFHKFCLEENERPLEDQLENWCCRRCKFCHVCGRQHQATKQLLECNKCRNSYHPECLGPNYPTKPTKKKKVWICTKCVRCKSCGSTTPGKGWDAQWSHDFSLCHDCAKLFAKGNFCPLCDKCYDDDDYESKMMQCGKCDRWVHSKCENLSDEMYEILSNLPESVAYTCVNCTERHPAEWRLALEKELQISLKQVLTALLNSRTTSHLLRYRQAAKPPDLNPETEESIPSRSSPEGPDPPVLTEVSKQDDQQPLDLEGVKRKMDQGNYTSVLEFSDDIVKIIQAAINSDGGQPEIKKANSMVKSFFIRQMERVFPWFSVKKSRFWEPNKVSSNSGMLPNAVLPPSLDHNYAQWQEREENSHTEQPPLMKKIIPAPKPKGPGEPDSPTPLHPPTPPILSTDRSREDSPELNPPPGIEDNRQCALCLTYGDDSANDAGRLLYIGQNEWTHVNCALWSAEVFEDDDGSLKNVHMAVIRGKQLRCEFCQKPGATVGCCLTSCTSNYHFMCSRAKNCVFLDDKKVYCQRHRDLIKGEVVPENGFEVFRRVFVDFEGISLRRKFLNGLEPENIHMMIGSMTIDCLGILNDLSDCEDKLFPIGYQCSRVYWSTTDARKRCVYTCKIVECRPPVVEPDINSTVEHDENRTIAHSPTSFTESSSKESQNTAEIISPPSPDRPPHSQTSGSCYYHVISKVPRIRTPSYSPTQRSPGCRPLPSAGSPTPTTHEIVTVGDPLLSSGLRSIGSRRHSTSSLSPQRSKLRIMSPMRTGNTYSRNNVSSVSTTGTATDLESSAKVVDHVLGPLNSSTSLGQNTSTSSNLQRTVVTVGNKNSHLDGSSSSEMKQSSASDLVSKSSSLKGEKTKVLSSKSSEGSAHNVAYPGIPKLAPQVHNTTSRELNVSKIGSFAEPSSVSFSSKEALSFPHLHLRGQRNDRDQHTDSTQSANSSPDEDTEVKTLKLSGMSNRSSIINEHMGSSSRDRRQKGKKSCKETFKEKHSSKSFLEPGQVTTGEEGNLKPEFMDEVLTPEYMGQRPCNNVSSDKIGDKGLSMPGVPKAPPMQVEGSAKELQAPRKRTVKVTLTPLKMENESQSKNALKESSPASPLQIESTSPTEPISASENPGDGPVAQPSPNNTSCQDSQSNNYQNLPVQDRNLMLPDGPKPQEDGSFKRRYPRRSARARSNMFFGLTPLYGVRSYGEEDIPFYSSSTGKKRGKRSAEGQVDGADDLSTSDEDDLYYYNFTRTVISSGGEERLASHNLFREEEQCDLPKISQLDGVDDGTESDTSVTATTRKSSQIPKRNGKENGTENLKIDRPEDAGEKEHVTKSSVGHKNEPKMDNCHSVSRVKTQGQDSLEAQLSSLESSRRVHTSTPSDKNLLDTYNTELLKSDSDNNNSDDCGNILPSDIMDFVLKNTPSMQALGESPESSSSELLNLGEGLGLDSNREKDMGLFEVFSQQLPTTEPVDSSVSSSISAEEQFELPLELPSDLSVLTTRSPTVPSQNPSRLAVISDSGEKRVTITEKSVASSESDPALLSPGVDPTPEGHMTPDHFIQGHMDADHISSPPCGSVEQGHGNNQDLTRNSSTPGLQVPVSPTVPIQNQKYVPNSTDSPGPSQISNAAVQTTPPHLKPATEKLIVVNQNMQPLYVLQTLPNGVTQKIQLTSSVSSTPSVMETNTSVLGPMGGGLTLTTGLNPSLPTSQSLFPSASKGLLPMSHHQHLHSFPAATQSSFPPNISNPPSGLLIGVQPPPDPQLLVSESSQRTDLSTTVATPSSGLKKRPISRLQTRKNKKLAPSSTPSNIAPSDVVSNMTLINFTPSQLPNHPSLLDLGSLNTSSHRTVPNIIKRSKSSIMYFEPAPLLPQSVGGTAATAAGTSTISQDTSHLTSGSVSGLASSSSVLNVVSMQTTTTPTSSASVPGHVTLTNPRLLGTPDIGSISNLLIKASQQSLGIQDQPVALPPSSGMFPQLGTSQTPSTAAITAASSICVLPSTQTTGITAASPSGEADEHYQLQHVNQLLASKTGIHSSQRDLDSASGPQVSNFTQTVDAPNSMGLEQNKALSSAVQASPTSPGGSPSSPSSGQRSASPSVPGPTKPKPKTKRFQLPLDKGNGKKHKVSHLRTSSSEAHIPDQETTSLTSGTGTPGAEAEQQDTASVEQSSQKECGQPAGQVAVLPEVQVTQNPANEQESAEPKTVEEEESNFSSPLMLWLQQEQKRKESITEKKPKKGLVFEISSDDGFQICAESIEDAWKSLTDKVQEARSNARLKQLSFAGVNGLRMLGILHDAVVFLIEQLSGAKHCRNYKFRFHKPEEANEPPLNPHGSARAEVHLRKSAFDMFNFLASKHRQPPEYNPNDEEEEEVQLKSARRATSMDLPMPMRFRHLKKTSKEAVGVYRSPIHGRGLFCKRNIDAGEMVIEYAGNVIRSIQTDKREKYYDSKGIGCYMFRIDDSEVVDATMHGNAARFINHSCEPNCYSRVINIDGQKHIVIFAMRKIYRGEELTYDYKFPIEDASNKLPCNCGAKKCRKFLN
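Fluorescence polarization: 7 uM MLL-CXXC (stock) preincubated 5 min with compounds, then 50 nM fluorescein-HOX-A9 DNA (stock) added; 30 min ambient. Buffer 50 mM Tris-HCl pH 7.5, 50 mM NaCl, 1 mM DTT, 0.05% BSA.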
a7 integrin act: integrin-mediated muscular dystrophy alleviation activation; hit rate 0.064% among 350,000; AID 624291; Potency, µM (highest dose often 38.3 µM), without a hit: at the top dose activation, actives largely listed as activators; alpha7betagal myoblasts, beta-gal FDG fluorescence, 48 h;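 note: potency is the fitted concentration of half-maximal effect; 100% = response of the positive control SU9516; nearly all actives have a fitted effect of over 60% in size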
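Alpha7betagal+/- myoblasts (passage 13) were plated 16-24 hr, then exposed to compounds (1:260 dilution of DMSO stock) for 48 hours at 37C. After MPER lysis, β-galactosidase reporter activity was read as FDG fluorescence (ex 480/em 540) after 30 minutes.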
AT treatment: potential ataxia-telangiectasia treatments restoring KAP-1 phosphorylation; […] A-T fibroblasts, KAP-1 phosphorylation AlphaLISA; neocarzinostatin DNA damage 30 min before lysis; Potency, µM (titrated, usually from 57.5 µM), for inactives: top-dose activation, usual class: activators; hit rate 0.19% among 320,000; note: potency is the fitted concentration of half-maximal effect; % of control where 0% means no effect; nearly all actives have a fitted effect of over 45% in size
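hTERT-immortalized A-T patient fibroblasts ([…]), 500 cells/well in OPTI-MEM, 1% FBS, got compounds for 60 min, then NCS for 30 min at 37C. Lysates were then assayed for phospho-KAP-1 by AlphaLISA (anti-pKAP1 donor, anti-KAP1 acceptor beads), 6 hr at 25C.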
BRCA1 expr up: BRCA1 expression activation | MCF7-BRCA1-FFLuc reporter, luminescence, 48 h; response scale: scaled: vehicle 0%, 10 µM genistein 100% | AID 624202 | hit rate 1.1% among 380,000 | Potency, µM (doses to about 46.1 µM), for inactives: top-dose activation, usual class: activators; note: potency is the fitted concentration of half-maximal effect; nearly all actives have a fitted effect of over 80% in size; some results filed as inactive show a strong effect at the top dose
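Reporter cells (MCF7, BRCA1 promoter-firefly luciferase) received library compounds across a concentration series for 48 h. End-point luminescence was measured and concentration-effect curves derived after normalization.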
TCR act: activates T cell receptor signaling; primary human leukocytes, anti-CD3, IL-2 HTRF, 48 h; Potency, µM (series often up to 9.22 µM), inactives show at the highest dose activation of IL-2 secretion, actives largely listed as activators; 330,000 tested, under 10 active; note: % of control where 0% means no effect
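Activity was scored as IL-2 release from primary human leukocytes given only a TCR signal (a-CD3 beads) plus compound for 48 hr. Detection used a two-antibody HTRF format read at 665nm.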
TSG101-PTAP inh: blocks PTAP/TSG101 interaction to inhibit HIV-1 budding. Q99816. Fluorescence polarization, FITC-PTAP peptide / Tsg101 binding. Potency, µM (highest dose often 115 µM), inactives show at the highest dose activity change, negative = inhibition, most hits filed as inhibitors. 340,000 tested, under 10 active. AID 493005; active = well fitted inhibition curve with a large enough effect in the main read-out, with a control signal flat, not every such curve was filed as active; inconclusive = small, poorly fitted or top-dose-only effect, or effect the other way, or a change in a side signal; inactive = no such curve, though single readings can be large or run the other way; note: potency is the fitted concentration of half-maximal effect; % of control where 0% means no effect
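Tsg101 binding domain (10 uM final) was mixed with compound and a FITC-labeled PTAP peptide (50 nM final) in HEPES pH 7.5 buffer with NaCl, Tween 20, EDTA and TCEP; fluorescence polarization was read after 20 min at r.t.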
* = called active by the depositor; [ ] = dose if it differs, or a comment. Unless noted, calls come from the whole dose curve; as a rule, active = well fitted curve in the direction sought with a large enough effect; inconclusive = small, poorly fitted or top-dose-only effect, or another doubt; inactive = no such curve, though single readings can be large; an effect the other way counts as inactive or inconclusive.

`Cc1sc2ccc3sccc3c2[n+]1C` gave B2AR arrestin -0.2%, p53 reactivation 1%, ELG1 repair inh inconclusive, TRPV1 agonist 12, MLL CXXC-DNA inh 0%, a7 integrin act -22%, AT treatment -4%, BRCA1 expr up -4%, TCR act -6% and TSG101-PTAP inh -1%.
For Cc1ccc(Nc2ncnc3sc(C)c(C)c23)cc1 the results were B2AR arrestin -0.5%, p53 reactivation -6%, ELG1 repair inh inconclusive, TRPV1 agonist 87*, MLL CXXC-DNA inh 4%, a7 integrin act -13%, AT treatment 3%, BRCA1 expr up -1%, TCR act -5%[46.1 µM] and TSG101-PTAP inh -1%.
Cc1cc(/C=C2/C(=O)NN(c3ccccc3)C2=O)c(C)n1-c1ccc(O)cc1 was read as B2AR arrestin -0.9%, p53 reactivation 18%, ELG1 repair inh inconclusive, TRPV1 agonist -3, MLL CXXC-DNA inh 11%, a7 integrin act -17%, AT treatment -10%, BRCA1 expr up 12%, TCR act -6%[46.1 µM] and TSG101-PTAP inh 0%.
`Cc1ccc(S(=O)(=O)Nc2ccc3c(c2)C(=O)N([C@H](C)CO)C[C@H](C)[C@@H](CN(C)Cc2ccc(-c4ccccc4)cc2)O3)cc1` gave B2AR arrestin 0.0%, p53 reactivation 8%, ELG1 repair inh inconclusive, a7 integrin act -48%[inhibitor], AT treatment 9%, BRCA1 expr up -25%, TCR act -16% and TSG101-PTAP inh 1%.
`COC(=O)CCC(=O)OC1(C)C(=O)C2=CN(C3CCCC3)C(c3ccc(OC)cc3)=CC2=C(Br)C1=O` (configuration not stated) gave B2AR arrestin -0.7%, p53 reactivation -5%, ELG1 repair inh 5%, TRPV1 agonist -1, MLL CXXC-DNA inh 15%, a7 integrin act 25%, AT treatment 6%, BRCA1 expr up 4%, TCR act 7% and TSG101-PTAP inh -10%.
COC(=O)c1cccc(C23CC4(C2)[C@H](CN(Cc2ccc(C(F)(F)F)cc2)[C@@H]4c2ccccc2)C3c2ccc(Cl)nc2)c1 (some centres not stated) was read as B2AR arrestin 0.5%, p53 reactivation -1%, ELG1 repair inh -11%, TRPV1 agonist 0, MLL CXXC-DNA inh 9%, a7 integrin act 1%, AT treatment -23%, BRCA1 expr up -4% and TCR act 0%.
For CNc1snc(C)c1C(=O)OC(C)C(=O)Nc1cccc(OC)c1 (configuration not stated) the results were B2AR arrestin 5.8%, p53 reactivation -9%, ELG1 repair inh inconclusive, TRPV1 agonist 21, a7 integrin act -12%, AT treatment 3%, BRCA1 expr up -19%, TCR act 2% and TSG101-PTAP inh -1%.
`CC(C)NC(=O)COc1ncnc2sccc12` gave B2AR arrestin -0.2%, p53 reactivation -4%, ELG1 repair inh 0%, TRPV1 agonist -5, MLL CXXC-DNA inh 7%, a7 integrin act 2%, AT treatment -2% and BRCA1 expr up 6%.
For CC1(C)Oc2ccc3ccc(=O)oc3c2/C(=C/NCCN/C=C2\C(=O)C(C)(C)Oc3ccc4ccc(=O)oc4c32)C1=O the results were B2AR arrestin -1.6%, p53 reactivation -4%, ELG1 repair inh 8.2µM*, TRPV1 agonist 2, MLL CXXC-DNA inh -1% and AT treatment 0%.
CC[n+]1c(C)cc(C)n1-c1ccccc1 was read as B2AR arrestin -0.9%, p53 reactivation -3%, ELG1 repair inh -9%, TRPV1 agonist 1, MLL CXXC-DNA inh 3%, a7 integrin act -34%[inhibitor], AT treatment 2%, BRCA1 expr up -27%, TCR act -2% and TSG101-PTAP inh -4%.
For O=C(CC1C(=O)NCCN1Cc1c(F)cccc1Cl)NC1CCCCCC1 (configuration not stated) the results were B2AR arrestin -0.2%, p53 reactivation -3%, ELG1 repair inh -10%, TRPV1 agonist -2, MLL CXXC-DNA inh -18%, a7 integrin act 7%, AT treatment -16%, BRCA1 expr up 15%, TCR act -10% and TSG101-PTAP inh -5%.
For COc1ccc(-n2cnnc2SCC(=O)Nc2cccc([N+](=O)[O-])c2)cc1 the results were B2AR arrestin -0.1%, p53 reactivation 3%, ELG1 repair inh 18%, TRPV1 agonist -1, MLL CXXC-DNA inh -9%, a7 integrin act 3%, AT treatment -3%, BRCA1 expr up 8%, TCR act 5% and TSG101-PTAP inh 0%.
For CCCN(C(=O)Cc1c(C(=O)O)n(C)c2ccccc12)c1cccc(C)c1 the results were B2AR arrestin 0.4%, p53 reactivation -4%, ELG1 repair inh -5%, TRPV1 agonist -5, MLL CXXC-DNA inh 6%, a7 integrin act 9%, AT treatment 4%, BRCA1 expr up -1%, TCR act -3% and TSG101-PTAP inh -7%.
For O=C(O)c1ccccc1-c1ccccc1C(=O)Nc1nccs1 the results were B2AR arrestin 0.1%, p53 reactivation -2%, ELG1 repair inh -6%, TRPV1 agonist 0, MLL CXXC-DNA inh 7%, a7 integrin act 2%, AT treatment 0%, BRCA1 expr up -2%, TCR act 0% and TSG101-PTAP inh -3%.
Cc1c(S(=O)(=O)Nc2cc(Cl)ccc2Cl)c(=O)n(C)c(=O)n1C was read as B2AR arrestin -0.4%, p53 reactivation 2%, ELG1 repair inh -1%, TRPV1 agonist 0, MLL CXXC-DNA inh -2%, a7 integrin act -1%, AT treatment -2%, BRCA1 expr up 0%, TCR act 5%[46.1 µM] and TSG101-PTAP inh -1%.
`CC(=O)NC(=S)Nc1ccc(NC(=S)NC(=O)c2cccs2)cc1` gave B2AR arrestin 0.2%, p53 reactivation 5%, ELG1 repair inh 8%, TRPV1 agonist -1, MLL CXXC-DNA inh 14%, a7 integrin act 4%, AT treatment 10%, BRCA1 expr up -7%, TCR act 1% and TSG101-PTAP inh -2%.
For CC1CCN(S(=O)(=O)N2CCC(C(=O)NCCC3=CCCCC3)CC2)CC1 the results were B2AR arrestin -0.3%, p53 reactivation -1%, ELG1 repair inh inconclusive, TRPV1 agonist 19, MLL CXXC-DNA inh 19%, a7 integrin act 27%, AT treatment 1%, BRCA1 expr up -7%, TCR act -6% and TSG101-PTAP inh -2%.
For COc1ccc(N2C(=O)CCC(C(=O)c3ccccc3)=C2C)cc1 the results were B2AR arrestin 0.1%, p53 reactivation -4%, ELG1 repair inh inconclusive, TRPV1 agonist 2, MLL CXXC-DNA inh -7%, a7 integrin act 43%[7.66 µM], AT treatment 9%, BRCA1 expr up -39%, TCR act 2% and TSG101-PTAP inh -3%.
`CC(C)(C)NC(=O)C1CCC(CNc2c(N3CCCCC3)c(=O)c2=O)CC1` (configuration not stated) gave B2AR arrestin -0.6%, p53 reactivation 2%, ELG1 repair inh 0%, TRPV1 agonist 0, MLL CXXC-DNA inh 1%, a7 integrin act inconclusive, AT treatment -8%, BRCA1 expr up 0%, TCR act -2% and TSG101-PTAP inh 1%.
Screening Cc1cc(C(=O)CSc2nnnn2-c2ccc(Cl)cc2)c(C)n1CC1CCCO1 (configuration not stated) returned B2AR arrestin 0.0%, p53 reactivation -3%, ELG1 repair inh 0%, TRPV1 agonist 7, MLL CXXC-DNA inh 29%, a7 integrin act -18%, AT treatment 3%, BRCA1 expr up 6%, TCR act 0% and TSG101-PTAP inh -1%.
Screening Cc1ccc(OCC(=O)Nc2cc(C)on2)c([N+](=O)[O-])n1 returned B2AR arrestin 0.3%, p53 reactivation 15%, ELG1 repair inh inconclusive, TRPV1 agonist 4, MLL CXXC-DNA inh -12%, a7 integrin act 13%, AT treatment 7%, BRCA1 expr up 76%, TCR act -7% and TSG101-PTAP inh 0%.
Cc1ccc(Nc2nc(-c3ccc(F)cc3)cs2)nc1 was read as B2AR arrestin -0.1%, ELG1 repair inh inconclusive, TRPV1 agonist 12, MLL CXXC-DNA inh 24%, a7 integrin act inconclusive, AT treatment 10%, BRCA1 expr up 79% and TSG101-PTAP inh -2%.
For COc1ccc(C)cc1NC(=O)CSc1nnc(-c2ccc(Br)cc2)o1 the results were B2AR arrestin -0.5%, p53 reactivation 2%, ELG1 repair inh inconclusive, TRPV1 agonist inconclusive, MLL CXXC-DNA inh 3%, a7 integrin act 7%, AT treatment 10%, BRCA1 expr up 35%, TCR act -4% and TSG101-PTAP inh -6%.

Structures above that contain a COOH group:
For CCCN(C(=O)Cc1c(C(=O)O)n(C)c2ccccc12)c1cccc(C)c1 the results were B2AR arrestin 0.4%, p53 reactivation -4%, ELG1 repair inh -5%, TRPV1 agonist -5, MLL CXXC-DNA inh 6%, a7 integrin act 9%, AT treatment 4%, BRCA1 expr up -1%, TCR act -3% and TSG101-PTAP inh -7%.
For O=C(O)c1ccccc1-c1ccccc1C(=O)Nc1nccs1 the results were B2AR arrestin 0.1%, p53 reactivation -2%, ELG1 repair inh -6%, TRPV1 agonist 0, MLL CXXC-DNA inh 7%, a7 integrin act 2%, AT treatment 0%, BRCA1 expr up -2%, TCR act 0% and TSG101-PTAP inh -3%.

Bioassay records: PubChem, National Center for Advancing Translational Sciences (NCATS)
